Compound activity: PubChem, several laboratories
EBNA-1 inhibitor: EBNA-1 DNA-binding inhibitors, primary screen, biochemical, fluorescence polarization | inhibition, % at 14.8 µM | 0.34% of 300,000 active | AID 1950, 2009; in the data active = inhibition above about 28%
GASC-1 inh: inhibitors of GASC-1 histone demethylase, primary screen, biochemical, fluorescence, DELFIA europium; inhibition, % at 2.35 µM; 0.069% of 330,000 active; GST-JMJD2C(1-420) H3K9me3 demethylation; AID 2099, 2009;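 active = more than half of a compound's replicate wells show inhibition beyond 50%, single wells judged on their own value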;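 also: signal counts dimethyl H3K9 product captured on neutravidin plate; 0% = median of DMSO wells and 100% = 0.3 times that DMSO median; strong numbers were not always called active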
Target sequence (Q9H3R0 1-420 limits assumed): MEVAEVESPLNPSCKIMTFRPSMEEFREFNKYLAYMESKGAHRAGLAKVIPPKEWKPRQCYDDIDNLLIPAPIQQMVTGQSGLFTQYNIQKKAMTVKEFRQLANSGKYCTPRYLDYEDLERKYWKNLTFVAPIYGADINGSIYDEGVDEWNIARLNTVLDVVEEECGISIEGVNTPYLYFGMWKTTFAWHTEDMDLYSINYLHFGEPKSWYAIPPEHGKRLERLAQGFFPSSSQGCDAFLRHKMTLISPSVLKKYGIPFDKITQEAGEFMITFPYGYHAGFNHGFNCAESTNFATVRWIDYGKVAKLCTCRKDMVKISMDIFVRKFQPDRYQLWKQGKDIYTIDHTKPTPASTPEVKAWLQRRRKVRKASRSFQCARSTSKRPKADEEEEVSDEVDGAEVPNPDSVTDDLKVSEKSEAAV
Yeast superoxide: reduction of superoxide in aged yeast, primary screen, HTS; S. cerevisiae aged cells, superoxide DHE fluorescence; hits give low values; superoxide response (% of plate mean), % at 10 µM; 0.18% of 330,000 active; AID 2690, 2010;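 active = superoxide response under a set limit, about three screen SD below normal, cut at about 65% in these data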;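 also: yeast aged for seven days with compound at 30 °C before DHE staining; 100% = average MFI of all compound-treated wells on the plate with controls excluded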
core dimer inh: inhibitors of HCV core protein dimerization, primary screen, biochemical, TR-FRET, high-throughput | AID 1899, 2009 | inhibition, % at 5 µM | TR-FRET GST/Flag-core106 dimerization, 1536-well | 0.33% of 300,000 active;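 active = inhibition above the mean of all tested compounds plus 3 SD, set per screening campaign, cut at about 45% in these data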
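Material: GST/Flag-tagged HCV core106 proteins. Incubation: 4 h, 22.5 °C incubation. Read-out basis: inhibition (%) from 671 over 617 nm ratio. Measured by: TR-FRET, excitation 340 nm, emission 617 and 671 nm.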
PP5 primary: PP5 phosphatase inhibitors, primary screen, biochemical, fluorescence | purified PP5c, OMFP substrate fluorescence | Serine/threonine-protein phosphatase 5 (Homo sapiens), P53041 | inhibition, % at 6.7 µM | 0.18% of 320,000 active;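 active = inhibition above the campaign's mean inhibition across all tested compounds plus 3 SD, cut at about 9.5% in these data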;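 also: 0% = DMSO only and 100% = 100 µM cantharidin control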
Fh CTSL1 inh: Fasciola hepatica cathepsin L1 inhibitors, primary screen, counter-screen for PFM18AAP inhibitor project, biochemical, QFRET, fluorogenic peptide substrate. recombinant F. hepatica cathepsin L1, Z-Leu-Arg-MCA fluorescence. inhibition, % at 5.96 µM. 0.49% of 300,000 active;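 active = inhibition above the mean of all tested compounds plus 3 SD, set per screening campaign, cut at about 17% in these data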;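 also: 0% = plate median of test compound wells and 100% = 1 µM Z-Phe-Ala-diazomethylketone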
ZTA DNA inh: counter-screen for EBNA-1 inhibitors: inhibitors of Epstein-Barr virus ZTA. P03206. ZTA-DNA binding, fluorescence polarization. inhibition, % at 11 µM. 0.15% of 320,000 active. AID 2234; in the data active = inhibition above about 33%
Target sequence (P03206 whole entry, looked up): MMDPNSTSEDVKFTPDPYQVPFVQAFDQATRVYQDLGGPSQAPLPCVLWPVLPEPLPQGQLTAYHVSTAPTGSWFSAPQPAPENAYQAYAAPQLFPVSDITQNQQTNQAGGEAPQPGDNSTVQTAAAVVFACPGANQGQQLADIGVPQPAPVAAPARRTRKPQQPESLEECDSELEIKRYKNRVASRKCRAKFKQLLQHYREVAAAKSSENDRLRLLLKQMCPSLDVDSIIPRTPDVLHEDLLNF
PP1 inh: PP1-alpha phosphatase inhibitors, primary screen, counter-screen for PP5 inhibitor project, biochemical, fluorescence, OMFP substrate, single point; Serine/threonine-protein phosphatase PP1-alpha catalytic subunit (Homo sapiens), P62136; purified PP1alpha; inhibition, % at 6.7 µM; 0.9% of 320,000 active; AID 2235, 2010;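 active = inhibition above the mean inhibition of all tested compounds plus 3 SD, computed separately for each screening campaign, cut at about 15% in these data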
Target sequence (P62136 whole entry, looked up): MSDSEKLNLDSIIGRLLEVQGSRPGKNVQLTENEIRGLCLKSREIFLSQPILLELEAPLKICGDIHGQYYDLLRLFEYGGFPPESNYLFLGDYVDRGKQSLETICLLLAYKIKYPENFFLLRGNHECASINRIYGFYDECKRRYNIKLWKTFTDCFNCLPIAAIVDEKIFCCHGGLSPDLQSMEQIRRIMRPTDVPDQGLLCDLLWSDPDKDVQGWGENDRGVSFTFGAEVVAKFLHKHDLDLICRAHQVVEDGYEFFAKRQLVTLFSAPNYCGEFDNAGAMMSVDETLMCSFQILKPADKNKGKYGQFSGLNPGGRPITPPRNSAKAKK
TPT1 inhibitor: Candida albicans TPT1 enzyme inhibitors, primary screen, biochemical, fluorescence polarization. recombinant caTPT1, FP RNA substrate dephosphorylation. inhibition, % at 5 µM. 0.81% of 300,000 active;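 active = inhibition above the mean of all tested compounds plus 3 SD, set per screening campaign, cut at about 24% in these data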;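 also: plate controls were DMSO alone for no effect and ferristatin control at 100 nM for full effect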
An asterisk follows results filed as active.

`O=C(NCCCN1CCCCC1)c1ccc(CS(=O)c2ccc(Cl)cc2)o1` (configuration not stated) gave EBNA-1 inhibitor 1, GASC-1 inh 9, Yeast superoxide 82, core dimer inh -3, PP5 primary -1.3, Fh CTSL1 inh 4, ZTA DNA inh 8, PP1 inh -2 and TPT1 inhibitor -3.
NC(=S)Cc1nc(-c2ccc(Cl)cc2)cs1 was read as EBNA-1 inhibitor 8, GASC-1 inh 3, Yeast superoxide 125, core dimer inh 9, PP5 primary -2.6, Fh CTSL1 inh -1, ZTA DNA inh 16, PP1 inh -5 and TPT1 inhibitor 6.
`CN(CC(=O)Nc1ccccc1C(F)(F)F)C(=O)C1CC1` gave GASC-1 inh -7, Yeast superoxide 107, PP5 primary -2.4, ZTA DNA inh 17 and PP1 inh -6.
For N/C(=N\OC(=O)CCCc1ccccc1)c1ccccc1 the results were EBNA-1 inhibitor 5, GASC-1 inh 0, Yeast superoxide 87, core dimer inh 5, PP5 primary 0.6, Fh CTSL1 inh -54, ZTA DNA inh 13, PP1 inh 0 and TPT1 inhibitor 0.
`COc1ccc(NC(=O)COC(=O)C2CC2)c(OC)c1` gave GASC-1 inh -10, Yeast superoxide 104, PP5 primary 1.7, ZTA DNA inh -11 and PP1 inh -1.
Screening COCCCn1cnc2c(c1=O)c1nc3ccccc3nc1n2-c1ccc(C)cc1 returned EBNA-1 inhibitor 6, GASC-1 inh 0, Yeast superoxide 102, core dimer inh 10, PP5 primary 4.2, Fh CTSL1 inh 1, ZTA DNA inh 14, PP1 inh -1 and TPT1 inhibitor 3.
Cc1ccccc1OCC(=O)Nc1ccc(S(=O)(=O)Nc2ccccn2)cc1 was read as EBNA-1 inhibitor -10, GASC-1 inh 4, Yeast superoxide 99, core dimer inh 17, PP5 primary 2.1, Fh CTSL1 inh 7, ZTA DNA inh 16, PP1 inh -2 and TPT1 inhibitor 7.
COc1cc(NC(=O)CSc2ncnc3c2cnn3Cc2ccccc2)cc(OC)c1 was read as EBNA-1 inhibitor 3, GASC-1 inh -7, Yeast superoxide 100, core dimer inh -1, PP5 primary 1.1, Fh CTSL1 inh 1, ZTA DNA inh 4, PP1 inh 0 and TPT1 inhibitor -4.
For CSc1nnc(C)c(/C=C/Nc2ccc(C)cc2)n1 the results were EBNA-1 inhibitor -1, GASC-1 inh 1, Yeast superoxide 91, core dimer inh -12, PP5 primary 5.2, Fh CTSL1 inh 5, ZTA DNA inh 6, PP1 inh 2 and TPT1 inhibitor 156*.
Cc1cc(C)cc(NC(=O)COC(=O)Cc2ccccc2F)c1 was read as Yeast superoxide 110, PP5 primary 2.7, ZTA DNA inh 0 and PP1 inh 0.
For COc1ccc(S(=O)(=O)Nc2ccc3c(c2)CCC3)cc1 the results were EBNA-1 inhibitor 9, GASC-1 inh 1, Yeast superoxide 119, core dimer inh 13, PP5 primary 3.4, Fh CTSL1 inh 2, ZTA DNA inh 3, PP1 inh -1 and TPT1 inhibitor 0.
For Cc1[nH]n(-c2ccccc2)c(=O)c1C=NCc1ccncc1 the results were EBNA-1 inhibitor 0, GASC-1 inh 1, Yeast superoxide 105, core dimer inh -3, PP5 primary 2.1, Fh CTSL1 inh -5, ZTA DNA inh 7, PP1 inh -5 and TPT1 inhibitor -6.
Screening O=C(OCc1ccc(Br)cc1)c1cccc(S(=O)(=O)N2CCCC2)c1 returned EBNA-1 inhibitor 9, GASC-1 inh -8, Yeast superoxide 97, core dimer inh 3, PP5 primary -1.6, Fh CTSL1 inh 5, ZTA DNA inh 6, PP1 inh 3 and TPT1 inhibitor 0.
`O=C(OCC(=O)N1CCCC1)c1cc2c(cc1[N+](=O)[O-])OCCO2` gave GASC-1 inh -17, Yeast superoxide 109, PP5 primary 4.5, ZTA DNA inh 5 and PP1 inh 3.
Screening CCOC(=O)CC1(c2ccc(OC)c(OC)c2)C(=O)c2ccccc2C1=O returned EBNA-1 inhibitor 1, GASC-1 inh -8, Yeast superoxide 104, core dimer inh 1, PP5 primary 0.8, Fh CTSL1 inh -1, ZTA DNA inh 9, PP1 inh 0 and TPT1 inhibitor -1.
C/C(=N/N1CCN(c2ccccn2)CC1)c1cccc([N+](=O)[O-])c1 was read as EBNA-1 inhibitor 3, GASC-1 inh 10, Yeast superoxide 90, core dimer inh 1, PP5 primary -0.7, Fh CTSL1 inh 0, ZTA DNA inh 1, PP1 inh -4 and TPT1 inhibitor 1.
O=C(O)c1ccc(N2C(=O)CC(SC(=Nc3ccccc3)Nc3ccccc3)C2=O)cc1 (configuration not stated) was read as EBNA-1 inhibitor -8, GASC-1 inh -10, Yeast superoxide 121, core dimer inh -3, PP5 primary 1.6, Fh CTSL1 inh 2, ZTA DNA inh -10, PP1 inh 0 and TPT1 inhibitor -1.
Screening CCOC(=O)c1cc(C#N)c(Oc2ccccc2OC)nc1-c1ccccc1 returned EBNA-1 inhibitor -2, GASC-1 inh -2, Yeast superoxide 102, core dimer inh 18, PP5 primary 4.8, Fh CTSL1 inh 4, ZTA DNA inh -2, PP1 inh -2 and TPT1 inhibitor 2.
For COc1cc(/C=C2\SC(N3CCC(C)CC3)=NC2=O)ccc1O the results were EBNA-1 inhibitor 13, GASC-1 inh -6, Yeast superoxide 100, core dimer inh -4, PP5 primary 2.1, Fh CTSL1 inh 3, ZTA DNA inh -1, PP1 inh 7 and TPT1 inhibitor 8.
Screening O=C(NC1CCCCC1)N1CCN(CCc2ccccc2)CC1 returned EBNA-1 inhibitor -13, GASC-1 inh 2, Yeast superoxide 112, core dimer inh -3, PP5 primary 1.3, Fh CTSL1 inh -4, ZTA DNA inh -10, PP1 inh -1 and TPT1 inhibitor 1.
For Cc1cccc(NC(=O)CSCC(=O)NNC(=O)c2ccoc2C)c1 the results were EBNA-1 inhibitor -5, GASC-1 inh 9, Yeast superoxide 81, core dimer inh 1, PP5 primary 1.4, Fh CTSL1 inh 5, ZTA DNA inh 6, PP1 inh -1 and TPT1 inhibitor 2.
For Cc1ccc(C2c3[nH]c4ccccc4c3C[C@H]3C(=O)N(c4ccccc4C(=O)NCCCN4CCOCC4)C(=O)N23)cc1 (some centres not stated) the results were EBNA-1 inhibitor 0, GASC-1 inh -3, Yeast superoxide 84, core dimer inh -3, PP5 primary 1.1, Fh CTSL1 inh 5, ZTA DNA inh -6, PP1 inh 3 and TPT1 inhibitor -2.
`O=c1cc(-c2ccc(O)cc2)oc2c(O)c(O)c(O)c(O)c12` gave EBNA-1 inhibitor -8, Yeast superoxide 96, core dimer inh -36, PP5 primary 2.3, Fh CTSL1 inh -1, ZTA DNA inh -2, PP1 inh -5 and TPT1 inhibitor 5.
`Cc1ccccc1-n1nnnc1SCC(C)C` gave EBNA-1 inhibitor -3, GASC-1 inh 2, Yeast superoxide 95, core dimer inh -3, PP5 primary 2.6, Fh CTSL1 inh -7, ZTA DNA inh -29, PP1 inh 0 and TPT1 inhibitor 3.
For O=C(CCCCC(=O)Nc1ccccc1Cl)Nc1ccccc1Cl the results were EBNA-1 inhibitor -17, GASC-1 inh 2, Yeast superoxide 98, core dimer inh -1, PP5 primary 1.2, Fh CTSL1 inh -2, ZTA DNA inh -9, PP1 inh 0 and TPT1 inhibitor 3.
Cc1nc2ccccn2c1CN(C)C(=O)C1CCC(=O)N(Cc2cccc(F)c2)C1 (configuration not stated) was read as EBNA-1 inhibitor -7, GASC-1 inh 4, Yeast superoxide 86, core dimer inh 2, PP5 primary 0.8, Fh CTSL1 inh 3, ZTA DNA inh -6, PP1 inh -2 and TPT1 inhibitor 2.
`Cc1ccc(C(=O)c2c3ccccc3[n+]([O-])n2CCC(=O)O)cc1` gave EBNA-1 inhibitor 0, GASC-1 inh 6, Yeast superoxide 98, core dimer inh 3, PP5 primary -0.8, Fh CTSL1 inh -3, ZTA DNA inh 6, PP1 inh -3 and TPT1 inhibitor -1.
`O=C(N=C1SC2CS(=O)(=O)CC2N1c1ccccc1Cl)C1CCCO1` (configuration not stated) gave EBNA-1 inhibitor -2, GASC-1 inh 3, Yeast superoxide 109, core dimer inh -4, PP5 primary -0.5, Fh CTSL1 inh -3, ZTA DNA inh -14, PP1 inh 1 and TPT1 inhibitor 0.
For O=S(=O)(Nc1cccc(-c2cn3c(n2)SCC3)c1)c1ccccc1F the results were EBNA-1 inhibitor -1, GASC-1 inh 3, Yeast superoxide 90, core dimer inh 3, PP5 primary -0.2, Fh CTSL1 inh 0, ZTA DNA inh -11, PP1 inh 1 and TPT1 inhibitor -1.
For CCn1cc(CNC(=O)NC2CCCCC2)c(C)n1 the results were EBNA-1 inhibitor -12, GASC-1 inh -9, Yeast superoxide 93, core dimer inh 2, PP5 primary -0.9, Fh CTSL1 inh 1, ZTA DNA inh 4, PP1 inh -3 and TPT1 inhibitor 2.
For COc1cccc(C(C)NC(=O)Nc2cc(Cl)ccc2OC)c1 (configuration not stated) the results were EBNA-1 inhibitor -2, GASC-1 inh 3, Yeast superoxide 94, core dimer inh 1, PP5 primary 0.9, Fh CTSL1 inh -1, ZTA DNA inh 9, PP1 inh 3 and TPT1 inhibitor 1.
COc1ccc(NC(=S)N2CCN(c3ccccn3)CC2)cc1 was read as EBNA-1 inhibitor 4, GASC-1 inh -1, Yeast superoxide 76, core dimer inh -5, PP5 primary 1.6, Fh CTSL1 inh -3, ZTA DNA inh -6, PP1 inh -2 and TPT1 inhibitor -7.
`Cc1ccn(CC(=O)NC2CC(C)(C)Cc3c2cnn3-c2ccc(F)cc2)n1` (configuration not stated) gave EBNA-1 inhibitor 18, GASC-1 inh -18, Yeast superoxide 85, core dimer inh 2, PP5 primary 0.3, Fh CTSL1 inh 0, ZTA DNA inh 14, PP1 inh 2 and TPT1 inhibitor 1.
Screening COCCNC(=S)N/N=C(\C)c1ccc(C)c([N+](=O)[O-])c1 returned EBNA-1 inhibitor -2, GASC-1 inh -18, Yeast superoxide 103, core dimer inh 4, PP5 primary -2.4, Fh CTSL1 inh 1, ZTA DNA inh 11, PP1 inh -1 and TPT1 inhibitor 0.
Screening O=C(NC1CCCCC1)NC1(C(=O)N2CCN3CCCC3C2)CCCCC1 (configuration not stated) returned EBNA-1 inhibitor 1, GASC-1 inh 24, Yeast superoxide 102, core dimer inh -3, PP5 primary -0.7, Fh CTSL1 inh -6, ZTA DNA inh -14, PP1 inh 0 and TPT1 inhibitor -1.
For COc1cc(-c2nc(CN3CCN(C(=O)c4ccco4)CC3)c(C)o2)ccc1F the results were EBNA-1 inhibitor 0, GASC-1 inh -1, Yeast superoxide 100, core dimer inh 6, PP5 primary 1.0, Fh CTSL1 inh -1, ZTA DNA inh 28, PP1 inh 0 and TPT1 inhibitor 0.
CCCCCCCCN1[C@@H](CC(=O)OC)c2cc(C(F)(F)F)ccc2S1(=O)=O was read as EBNA-1 inhibitor 4, GASC-1 inh 25, Yeast superoxide 102, core dimer inh 4, PP5 primary 2.1, Fh CTSL1 inh 0, ZTA DNA inh -8, PP1 inh 3 and TPT1 inhibitor 0.

In the list so far, two have a COOH group:
O=C(O)c1ccc(N2C(=O)CC(SC(=Nc3ccccc3)Nc3ccccc3)C2=O)cc1 (configuration not stated) was read as EBNA-1 inhibitor -8, GASC-1 inh -10, Yeast superoxide 121, core dimer inh -3, PP5 primary 1.6, Fh CTSL1 inh 2, ZTA DNA inh -10, PP1 inh 0 and TPT1 inhibitor -1.
`Cc1ccc(C(=O)c2c3ccccc3[n+]([O-])n2CCC(=O)O)cc1` gave EBNA-1 inhibitor 0, GASC-1 inh 6, Yeast superoxide 98, core dimer inh 3, PP5 primary -0.8, Fh CTSL1 inh -3, ZTA DNA inh 6, PP1 inh -3 and TPT1 inhibitor -1.
